# 3T3 cytotox: NIH 3T3 cell cytotoxicity; NIH 3T3 viability, CellTiter-Glo ATP luminescence, 48-72 h; Potency, µM (doses to about 96.7 µM), for the others: at the top dose activity change, negative = cytotoxicity, most hits filed as inhibitors; 4.3% of 94,000 active; note: potency is the fitted concentration of half-maximal effect; nearly all actives have a fitted effect of over 55% in size
#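 Mouse fibroblast NIH 3T3 cells, 400 per well, received compound via pintool and were incubated for 48 or 72 hr prior to CellTiter-Glo ATP luminescence measurement.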
# HEK cytotox: kills HEK 293 cells. Potency, µM (doses to about 115 µM), for inactives: at the highest dose activity change, negative = cytotoxicity, hits mostly inhibitors. HEK 293 viability, ATP luminescence (CellTiter-Glo), 48-72 h. 6.6% of 94,000 active. AID 1345083; note: potency is the fitted concentration of half-maximal effect; nearly all actives have a fitted effect of over 60% in size
#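 Read-out: CellTiter-Glo ATP luminescence. Cells: HEK 293, 250 cells/well. Exposure: 48 or 72 hr, 37 degree Celsius.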
# FLuc inh: inhibitors of firefly (Photinus pyralis) luciferase; Potency, µM (doses to about 115 µM), for inactives: at the highest dose activity change, negative = inhibition, hits mostly inhibitors; 2.5% of 76,000 active; P08659; purified P. pyralis luciferase, luminescence, biochemical; note: potency is the fitted concentration of half-maximal effect; nearly all actives have a fitted effect of over 65% in size
# Target sequence (P08659 whole entry, looked up): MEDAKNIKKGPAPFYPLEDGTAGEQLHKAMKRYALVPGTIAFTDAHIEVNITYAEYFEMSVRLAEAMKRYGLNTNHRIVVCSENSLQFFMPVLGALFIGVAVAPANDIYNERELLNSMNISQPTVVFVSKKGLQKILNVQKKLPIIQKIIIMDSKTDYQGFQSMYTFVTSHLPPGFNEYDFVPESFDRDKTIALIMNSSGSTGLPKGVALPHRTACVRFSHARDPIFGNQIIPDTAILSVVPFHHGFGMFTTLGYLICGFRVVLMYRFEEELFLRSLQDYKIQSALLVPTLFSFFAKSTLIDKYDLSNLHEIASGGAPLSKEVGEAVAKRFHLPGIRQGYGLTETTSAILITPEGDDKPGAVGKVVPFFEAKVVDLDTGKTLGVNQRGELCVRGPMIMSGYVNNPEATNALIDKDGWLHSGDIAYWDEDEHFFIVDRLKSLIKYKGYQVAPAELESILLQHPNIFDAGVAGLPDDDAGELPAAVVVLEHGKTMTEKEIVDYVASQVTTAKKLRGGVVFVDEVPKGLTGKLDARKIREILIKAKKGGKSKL
#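 Purified P. pyralis luciferase (10nM final) in 50mM Tris acetate pH 7.5, 10mM Mg acetate, 0.01% Tween-20, 0.05% BSA with 10uM D-luciferin and 10uM ATP. Compounds titrated qHTS. Luminescence imaged on CCD.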
# SNCA expr inhib: reduces expression of the alpha-synuclein gene. HEK-293 SNCA-luciferase knock-in, luminescence, 24 h. Potency, µM (series often up to 57.2 µM), without a hit: at the highest dose activity change, negative = inhibition, most hits filed as inhibitors. 0.17% of 140,000 active;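 note: potency is the fitted concentration of half-maximal effect; plate controls were DMSO cells for no effect and cell-free wells for full effect; nearly all actives have a fitted effect of over 45% in size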
# HEK293 viab: cell viability loss counter-screen. AID 1671193. HEK-293-SNCA-luc viability, GF-AFC fluorescence, 24 h. 0.12% of 150,000 active. Potency, µM (series often up to 57.1 µM), for the others: at the highest dose activity change, negative = cytotoxicity, actives largely listed as cytotoxic;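 note: potency is the fitted concentration of half-maximal effect; 0% = DMSO-treated cells and -100% = medium-only wells without cells; nearly all actives have a fitted effect of over 30% in size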
#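 Cytotoxicity counterscreen: after 24 h compound treatment of genome-edited SNCA-luciferase HEK-293 cells, live-cell protease substrate GF-AFC read by fluorescence after 30 min; activity scaled between DMSO (0%) and medium-only (-100%), curves Hill-fitted.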
# IP6K1 inh: blocks human inositol hexakisphosphate kinase 1; Q92551; IP6K1 kinase, ADP-Glo luminescence, 2 h; hits give low values; activity change, % (series mostly up to about 58 µM); 0.81% of 140,000 active; AID 1645851; in the data active = activity change below about -25%
#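 ADP-Glo luminescence measures ADP made by human IP6K1 during a 2 h RT reaction with ATP/IP6 (mix at 1.3 mM/130 uM); top library doses 57.5 and 19.1 uM final.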
# GPT2 inhibitor: GPT2 alanine aminotransferase inhibition; 0.25% of 100,000 active; Recombinant GPT2, coupled pyruvate oxidase/HRP Amplex Red fluorescence; AID 1671188; Potency, µM (highest dose often 57.7 µM), for inactives: at the top dose activity change, negative = inhibition, most hits filed as inhibitors; Q8TD30; note: potency is the fitted concentration of half-maximal effect; nearly all actives have a fitted effect of over 60% in size; many of its hits are not listed in these tables
#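 Recombinant GPT2 (10ng/uL) with 250uM a-KG and 2mM L-alanine, 30 min at room temperature, in HEPES pH 7.5 buffer. Pyruvate detected by pyruvate oxidase/HRP/Amplex Red fluorescence after 30 min in the dark; AOA (50uM) as positive control.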
# Numbers without * were called inactive; i = inactive; ? = inconclusive; . = not tested or not shown; [ ] = remark or other dose. Unless noted, calls come from the whole dose curve; as a rule, active = well fitted curve in the direction sought with a large enough effect; inconclusive = small, poorly fitted or top-dose-only effect, or another doubt; inactive = no such curve, though single readings can be large; an effect the other way counts as inactive or inconclusive. Unless noted, % is set by controls: 0 for no effect and ±100 for the full control effect. This is a subset; the hit share may differ from the screen's.
SMILES,3T3 cytotox,HEK cytotox,FLuc inh,SNCA expr inhib,HEK293 viab,IP6K1 inh,GPT2 inhibitor
CCCCNS(=O)(=O)c1ccc2nc(-c3cccnc3)cc(C(=O)NCCCOC(C)C)c2c1,.,.,.,25%,0%,-3,.
Cc1ccc(N2C(=O)CS(=O)(=O)C23C(=O)N(C)c2ccccc23)cc1F (stereo not given),.,.,.,-12%,-5%,12,.
Cc1ccc2c(c1)-c1c(cnc3cc(-c4ccc(Cl)cc4)nn13)CO2,.,.,.,-14%,1%,5,.
CC1(C)CCC(C)(C)c2cc(C#Cc3ccc(C(=O)O)cc3)ccc21,.,.,.,.,-10%,-4,?
Cn1ncc2c(C(=O)N3CCC(C#N)CC3)cc(-c3ccccc3F)nc21,?,?,.,.,.,-5,.
CCOC(=O)c1c(C)[nH]c(C)c1S(=O)(=O)N1CCC(C(=O)Nc2ccccc2CC)CC1,.,.,.,-2%,2%,-3,.
Cc1cc(C)n(C)c(=O)c1C(=O)N1CCC2(CC1)Nc1ccccc1NC2=O,-6%,-2%,-2%,-15%,-2%,8,-25%
CC(=O)O[C@@H]1[C@@H](OC(=O)/C=C/c2ccccc2)[C@H](C)O[C@@H](O[C@H]2[C@@H]3C=CO[C@@H](O[C@@H]4O[C@H](CO)[C@@H](O)[C@H](O)[C@H]4O)[C@@H]3[C@@]3(CO)O[C@@H]23)[C@@H]1OC(C)=O,.,.,.,.,-6%[23.9 µM],-7,i
Cc1cc(F)ccc1NC(=O)C1CCN(C(=O)c2ncn3c2COC(c2ccc(F)cc2)C3)CC1 (stereo not given),i,-7%,?,3%,-5%,2,i
CO[C@H]1C(=O)N(C2CCN(C(=O)c3nn(C)c4ccccc34)CC2)[C@H]1c1ccncc1,-5%,-9%,-1%,6%,8%,7,2%
CCNC(=O)NCC12CCC=C1N(C)C(=O)CC2 (stereo not given),-2%,-1%,6%,1%,10%,-12,-11%
O=C(NCCS(=O)(=O)N1CCN(c2cccc(Cl)c2)CC1)c1cc(=O)c2ccccc2o1,.,.,.,-30%,-9%,11,.
O=C(COc1ccccc1)N1CCC2(CC1)OCCN(CC1CCOCC1)C2=O,?,-18%[172 µM],-21%[172 µM],-10%[87.6 µM],12%[87.6 µM],15,-8%[88.5 µM]
Fc1cccc(CN2CCc3nc(Nc4ccc5c(c4)OCCO5)ncc3C2)c1F,.,.,.,32%[activator],4%,0,.
O=C1CCN(C(=O)c2cccs2)[C@@H]2c3ccccc3OC[C@@H]2CN1CCO,?,?,.,.,.,14,.
CC(C)NC(=O)C1CCC(=O)N1C1CCN(C(=O)C2CCCCC2)CC1 (stereo not given),1%,i,-8%,-7%,-5%,3,i
Cc1ccc2scc(N3CCN(c4cccc(C(F)(F)F)c4)CC3)c(=O)c2c1,.,.,.,25%,-5%,-6,.
CCCCn1c(SCC(=O)NCCCOC)nc2c(sc3ccccc32)c1=O,.,.,.,14%,-15%,-9,.
CCc1ccccc1NC(=O)CSc1nc2c(oc3ccccc32)c(=O)n1C,.,.,.,13%,-26%,9,.
O=C(CCS(=O)(=O)c1cccc2nonc12)Nc1ccc(Br)cc1,.,.,.,28%,9%,-9,.
CCOC(=O)[C@H]1C[C@]2(CCCCN(CCOC)C2=O)N(C(=O)C2CCCC2)[C@H]1c1ccco1,-9%,?,.,.,.,-4,.
CCNC(=O)c1cccnc1OC1CCN(C(=O)c2ccoc2)C1 (stereo not given),-5%,-12%,-8%,16%,9%,1,4%
Cc1c(C(=O)OCCOc2ccccc2)[nH]c2c1C(=O)CC(c1ccccc1Cl)C2 (stereo not given),.,.,.,?,-14%,10,.
Cn1nccc1C(=O)N1C[C@@H](F)C[C@H]1C(=O)N1CCCCC1,-2%,2%,-1%,-21%,-6%,0,i
CC(=O)Nc1ccc(CN2CCCCC23Cc2ccccc2CNC3=O)cc1 (stereo not given),-7%,-10%,.,-1%,-6%,-7,i
CCc1ccc(OCCCSc2nc(-c3ccc(C(C)(C)C)cc3)nc3cc(=O)[nH]n23)cc1,.,.,.,-15%,-6%,2,.
CCOC(=O)c1c(NC(=O)COc2ccc(Br)cc2)sc(C(C)=O)c1C,.,.,.,12%,4%,-2,.
O=C(NC1CCN(c2nccc(Nc3ccccc3Cl)n2)CC1)C1CC1,28µM*,?,.,-18%,-1%,-4,-10%
NC(=O)Cc1c[nH]c2ncc(-c3ccc(F)cc3)cc12,?,-7%[230 µM],?,10%[87.6 µM],6%[87.6 µM],-29*,i
O=C(NC1CCN(C(=O)N2CC3CC(C2)[C@H]2CCCC(=O)N2C3)CC1)c1ccccc1F (stereo not given in full),3%,0%,14%,0%,8%,10,5%
Cc1ccccc1OC1(C(=O)O)CCN(c2ncccc2C(N)=O)CC1,i,5%,-4%,11%,2%,13,-8%
CCc1ccc(-n2c(=O)c3sc4ccccc4c3n(CC(=O)NC3CCCCC3)c2=O)cc1,.,.,.,32%,-25%,-9,.
Cc1ccc(-c2nc3ccccn3c2Nc2ccc3c(c2)OCCO3)s1,.,.,.,-28%,-26%,-13,.
O=C(c1ccc(CC2CCN(C(=O)c3nccc4ccccc34)CC2)cc1)N1CCOCC1,?,?,-2%,-5%,-6%,-13,4%
CCc1ccc(-n2nc(CO)c(C(=O)NCCCCc3ccccc3)n2)cc1,.,.,.,-3%,17%,18,.
COc1ccc(S(=O)(=O)NCC(c2ccco2)N2CCN(c3ccc(F)cc3)CC2)cc1C (stereo not given),.,.,.,-26%,-8%,0,.
CC(C)c1nc2c(c(-c3ccc(Cl)cc3)n1)CCN(C(=O)c1ccccc1F)CC2,-18%,?,.,-6%,-15%,-5,-7%
CCOc1ccccc1CNC(=O)C1CCCN(S(=O)(=O)c2ccc3c(ccn3C)c2)C1 (stereo not given),.,.,.,1%,6%,-3,.
Cc1ccc(NC(=O)/C=C/c2ccco2)cc1F,.,.,.,95%[activator],-16%,-1,.
Cc1ccc(C)c(NC(=O)c2cc(S(=O)(=O)NCc3ccccc3)ccc2F)c1,.,.,.,7%,1%,2,.
O=C(c1cccnc1)N1CCC(N2C(=O)C(OCC3CC3)C23CCOCC3)CC1 (stereo not given),-15%,?,-3%,9%,-13%,6,i
CCc1ccc(C(C)NC(=O)c2ccc3c(c2)N(S(=O)(=O)c2ccccc2)CC3)cc1 (stereo not given),-16%,?,8%,-24%,-20%,-12,5%
CCOC(=O)c1cc(S(=O)(=O)Nc2ccc(C)cc2Cl)[nH]n1,.,.,.,49%[activator],4%,-6,.
Cc1ccc(C(=O)N2CCC3(CC2)C(=NC2CCCCC2)NC(=O)N3c2cc(F)cc(F)c2)cc1,32µM*,-3%,.,-2%,-14%,-12,-25%
COc1cccc(NC(=O)[C@@H]2C[C@H](c3cccc(C(F)(F)F)c3)N(Cc3cnn(C)c3)C2)c1,?,?,3%,-6%,-8%,2,-5%
COc1cccc(CNC(=O)CCCn2c(=O)c3cccn3c3ccc(F)cc32)c1OC,.,.,.,-3%,-8%,-4,.
Cc1nc(-c2ccc(F)cc2)sc1CCNC(=O)c1ccco1,.,.,.,194%[activator],4%,7,.
FC(F)(F)c1ccc(C=Cc2nc(COc3ccc(CCCCn4ccnn4)cc3)co2)cc1,.,.,.,?,3%,.,3%
CCOc1ccccc1NC(=O)CCn1c(-c2ccc(OC)cc2)cc(C(C)=O)c1C,.,.,.,21%,-10%,13,.
CN(Cc1cnccn1)C(=O)c1cc(COc2ccc3c(c2)OCO3)[nH]n1,2%,i,-10%,2%,-7%,-6,-1%
O=C(Nc1ccccc1F)c1cnc(N2CCCCC2)c2ccccc12,.,.,.,8%,-11%,-4,.
COc1cccc(NC(=O)Cn2c(=O)c(-c3noc(C)n3)c3n(c2=O)CCCCC3)c1,i,?,-12%,?,-25%,7,i

# Compound activity (PubChem BioAssay)
